Fibroblast inh – blocks proliferation of human lung fibroblasts; LL 47 human lung fibroblast viability, ATP luminescence; stronger effect = lower value; viability, % at 10 µM; 85,000 tested, 1.1% active;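 active = viability at or below 50% in the single dose screen; inactive = viability above 50%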;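 note: compound exposure lasted 72 h before the ATP readout; 100% = median luminescence of untreated cell-only wells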
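Test system: LL 47 human lung fibroblasts / Incubation: 72 h compound exposure at 37 °C after overnight plating / Technique: luminescent ATP detection, CellTiter-Glo / Compound dosing: 0.1% DMSO in all compound wells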
S1P2 agonist – activates the human S1P2 receptor | activation, % at 4.5 µM | S1P2-expressing cell line, agonist reporter read-out | O95136 | 97,000 tested, 0.46% active; in the data active = activation above about 16%;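 note: 0% = vehicle low control and 100% = maximal reference agonist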
H69AR inhibit – growth inhibitors of human H69AR lung tumor cells; AID 598; viability, % at 10 µM; H69AR lung tumor viability, ATP luminescence, 72 h; stronger effect = lower value; 85,000 tested, 6% active;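 active = viability at or below 40%; inactive = viability above 40%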;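 note: multidrug resistant small cell line overexpressing MRP-1 efflux transporter; 100% = mean luminescence of untreated control wells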
sEH activator – soluble epoxide hydrolase (human) activation; AID 717; activation, % at 2 µM; purified human sEH enzymatic activity, activator screen; 91,000 tested, 0.04% active; P34913; in the data active = activation above about 37%; note: values of inactives mirror those of a sister screen read the other way
sEH inhibitor – inhibitors of human soluble epoxide hydrolase. P34913. recombinant human sEH enzymatic activity assay. inhibition, % at 2 µM. 91,000 tested, 0.34% active. AID 707; in the data active = inhibition above about 80%; note: values of inactives mirror those of a sister screen read the other way; many of its hits are not listed in these tables
S1P2 antag – blocks the human S1P2 receptor; O95136; cell-based S1P2 antagonist assay, inhibition at 5 uM; inhibition, % at 5 µM; 97,000 tested, 0.21% active; AID 736; in the data active = inhibition above about 45%;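 note: CRE beta-lactamase reporter cells expressing human S1P2 stimulated with S1P; 0% = agonist at EC80 alone and 100% = agonist plus reference antagonist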
LYP act – LYP (human) phosphatase activation. Q9Y2R2. recombinant LYP, DiFMUP fluorescence; 0 = plate median, 100 = signal doubled. activation, % at 2 µM. 96,000 tested, 0.11% active. AID 697;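 active = activation at 2 µM above a set limit, the mean plus 5 SD, cut at about 37% in these data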
Target sequence (Q9Y2R2 whole entry, looked up): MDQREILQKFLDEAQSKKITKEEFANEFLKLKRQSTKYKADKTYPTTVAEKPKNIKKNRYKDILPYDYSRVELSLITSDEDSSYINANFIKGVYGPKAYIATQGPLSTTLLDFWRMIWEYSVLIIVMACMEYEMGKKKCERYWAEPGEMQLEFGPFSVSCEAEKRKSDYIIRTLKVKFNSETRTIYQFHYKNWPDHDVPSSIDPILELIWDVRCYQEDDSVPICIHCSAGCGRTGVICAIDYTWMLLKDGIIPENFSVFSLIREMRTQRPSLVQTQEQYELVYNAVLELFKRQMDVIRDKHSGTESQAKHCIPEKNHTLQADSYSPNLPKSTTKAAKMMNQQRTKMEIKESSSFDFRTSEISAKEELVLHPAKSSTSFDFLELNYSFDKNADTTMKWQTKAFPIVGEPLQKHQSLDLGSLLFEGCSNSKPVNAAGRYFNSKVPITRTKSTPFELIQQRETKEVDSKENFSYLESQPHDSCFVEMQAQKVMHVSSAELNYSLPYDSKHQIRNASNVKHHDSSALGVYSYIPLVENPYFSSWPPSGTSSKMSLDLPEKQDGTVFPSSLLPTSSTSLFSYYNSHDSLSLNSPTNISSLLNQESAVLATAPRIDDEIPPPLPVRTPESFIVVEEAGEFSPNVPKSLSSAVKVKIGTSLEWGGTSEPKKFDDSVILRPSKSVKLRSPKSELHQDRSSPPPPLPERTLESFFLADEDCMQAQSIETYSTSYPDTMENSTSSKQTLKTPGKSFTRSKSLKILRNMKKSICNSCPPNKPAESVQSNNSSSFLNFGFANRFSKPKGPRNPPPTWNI
PostGolgi ctrl – growth of the yeast control strain, post-Golgi counter-screen; 98,000 tested, 5% active; AID 738; efflux-deficient yeast background strain, growth absorbance A615, 16 h; inhibition, % at 10 µM; in the data active = inhibition above about 30%
HUVEC prolif 384 – blocks proliferation of human endothelial cells. HUVEC proliferation, CellTiter-Glo luminescence, 72 h; stronger effect = lower value. viability, % at 10 µM (by protocol). 86,000 tested, 1.1% active;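 active = viability at or below 30%; inactive = viability above 30%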;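 note: 100% = median luminescence of DMSO-only cell control wells on each plate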
Active calls of the source: *; nt = not tested or not shown. Only part of the results is shown; rates above refer to the full screens.

SMILES	Fibroblast inh	S1P2 agonist	H69AR inhibit	sEH activator	sEH inhibitor	S1P2 antag	LYP act	PostGolgi ctrl	HUVEC prolif 384
COc1ccc(NC(=O)COC(=O)[C@@H]2CCCN2C(=O)c2cccs2)c(OC)c1	nt	-5	nt	13	-10	-6	-2	10	nt
CCCOc1ccc(N2C(=O)CC(N3CCN(S(=O)(=O)c4ccccc4)CC3)C2=O)cc1 (configuration not stated)	102	-7	101	9	-15	17	-1	9	91
O=C(Nc1nnc(-c2ccc(Cl)cc2)o1)c1ccccc1Br	81	-3	45	-8	10	-13	0	22	74
O=C(OCCNC(=O)c1cc2ccccc2oc1=O)c1cccnc1	100	-3	82	-5	7	-6	-4	8	86
O=C(Cc1cccs1)NCc1cccnc1	103	-4	92	-5	5	-11	2	-4	101
Cc1c(Br)c([N+](=O)[O-])nn1C(C)C(=O)Nc1c(C)n(C)n(-c2ccccc2)c1=O (configuration not stated)	nt	-6	nt	8	-5	37	-1	2	nt
COc1ccc2nc(NC(=O)CSC3=NCCS3)sc2c1	94	-9	43	2	-3	14	1	15	30*
COc1ccc(OC)c(NC(=O)C(=O)/C=C(\O)c2cc(OC)ccc2OC)c1	nt	-5	nt	5	-3	1	-3	30*	nt
O=S(=O)(c1ccccc1)n1nc(-c2ccccc2)nc1NCc1ccco1	91	3	nt	-10	11	-6	1	36*	80
O=c1[nH]c(CN2CCN(C/C=C/c3ccccc3)CC2)nc2cc(Cl)ccc12	82	-9	88	-41	40	11	3	13	28*
CC(C)(C)c1ccc(C2(C)NC(=O)N(CC(=O)Nc3ccc4c(c3)OCO4)C2=O)cc1 (configuration not stated)	88	-7	47	-12	12	-10	4	10	96
Cc1ccc(NC(=O)CSc2nnc(-c3ccc(S(=O)(=O)N4CCOCC4)cc3)n2C)cc1	97	-4	98	-14	14	5	2	13	102
CCn1c(NC(=O)c2ccccc2)c(-c2cccs2)c(=O)c2ccccc21	101	-7	106	4	-3	-4	-1	-1	96
CCOc1ccc(/C=N/NC(=O)C(C)N(c2ccc(OC)cc2)S(C)(=O)=O)cc1 (configuration not stated)	nt	-7	nt	-8	8	8	0	0	nt
CCc1ccccc1N1CC23C=CC(O2)C(C(=O)OC)C3C1=O (configuration not stated)	108	0	90	nt	nt	-4	nt	1	102
O=C(NCc1cccs1)c1cc2c(s1)CS(=O)(=O)C2	108	-7	99	-13	12	4	-7	0	99
CCn1c(SCC(=O)c2ccc(C)cc2)nnc1-c1ccncc1	104	-3	94	-20	21	-16	-8	8	118
COc1ccc(C(=O)Nc2ccc(Cl)cc2C(=O)NCCO)cc1	95	-2	93	4	-4	-21	11	0	91
CC(=O)Nc1ccc(OCC(=O)c2cc(C)ccc2C)cc1	109	-7	100	-9	10	-2	-6	-1	101
COc1ccc(-c2noc(CCN3C(=O)c4ccccc4C3=O)n2)cc1OC	97	-3	92	0	3	8	-3	-1	94

Nothing new here: an excerpt of the list.
SMILES	Fibroblast inh	S1P2 agonist	H69AR inhibit	sEH activator	sEH inhibitor	S1P2 antag	LYP act	PostGolgi ctrl	HUVEC prolif 384
Cc1c(Br)c([N+](=O)[O-])nn1C(C)C(=O)Nc1c(C)n(C)n(-c2ccccc2)c1=O (configuration not stated)	nt	-6	nt	8	-5	37	-1	2	nt
COc1ccc2nc(NC(=O)CSC3=NCCS3)sc2c1	94	-9	43	2	-3	14	1	15	30*
COc1ccc(OC)c(NC(=O)C(=O)/C=C(\O)c2cc(OC)ccc2OC)c1	nt	-5	nt	5	-3	1	-3	30*	nt

Reformatted as labelled records: entries from further up
> CC(=O)Nc1ccc(OCC(=O)c2cc(C)ccc2C)cc1
  Fibroblast inh: 109	S1P2 agonist: -7	H69AR inhibit: 100	sEH activator: -9	sEH inhibitor: 10	S1P2 antag: -2	LYP act: -6	PostGolgi ctrl: -1	HUVEC prolif 384: 101

> COc1ccc(-c2noc(CCN3C(=O)c4ccccc4C3=O)n2)cc1OC
  Fibroblast inh: 97	S1P2 agonist: -3	H69AR inhibit: 92	sEH activator: 0	sEH inhibitor: 3	S1P2 antag: 8	LYP act: -3	PostGolgi ctrl: -1	HUVEC prolif 384: 94

Look-ups from the results shown.
Value for Cc1c(Br)c([N+](=O)[O-])nn1C(C)C(=O)Nc1c(C)n(C)n(-c2ccccc2)c1=O (configuration not stated) under LYP act: -1
Value for CC(C)(C)c1ccc(C2(C)NC(=O)N(CC(=O)Nc3ccc4c(c3)OCO4)C2=O)cc1 (configuration not stated) under LYP act: 4

Following part
SMILES	Fibroblast inh	S1P2 agonist	H69AR inhibit	sEH activator	sEH inhibitor	S1P2 antag	LYP act	PostGolgi ctrl	HUVEC prolif 384
O=S(=O)(c1ccc2oc3ccc(S(=O)(=O)N4CCCCC4)cc3c2c1)N1CCCCC1	97	-10	87	-7	8	-16	-6	15	92
COc1ccc(-c2c(NC(=O)c3ccco3)n(C)c3ccccc3c2=O)cc1	95	0	91	0	-4	-16	-4	0	89
CCCCn1c(=NC(=O)c2ccc3c(c2)OCO3)c(C#N)cc2c(=O)n3cccc(C)c3nc21	75	-5	51	nt	nt	-8	-21	11	73
O=C(CSc1nnc(Cc2cccs2)n1CCc1ccccc1)N1CCCc2ccccc21	92	-6	61	-2	2	15	6	20	78
Cc1ccccc1Cn1c([N+](=O)[O-])cnc1C	nt	-1	nt	-2	2	10	3	2	nt
C/C(=N\NS(=O)(=O)c1ccc(C)cc1)c1ccc(Br)s1	96	-4	104	12	-9	-5	9	17	83
COc1ccc(N(CC(=O)Nc2cc(C)on2)S(=O)(=O)c2cc(C)ccc2C)cc1	88	nt	52	nt	nt	nt	nt	5	98
c1ccc(CNc2c3c(nc4ncnn24)CCCC3)nc1	96	-2	73	-2	6	-1	-10	7	95
CC1(C)CC(=O)C2=C(C1)OC(N)=C(C#N)C2C#Cc1ccccc1 (configuration not stated)	79	-4	1.7*	-4	4	29	12	15	43
O=C1NC(=O)C(CC(=O)N(c2ccccc2)C2(C(=O)NC3CCCC3)CCCCC2)N1 (configuration not stated)	92	-1	86	-2	5	-13	-10	2	97
O=C(C#Cc1ccccc1)c1ccc([N+](=O)[O-])cc1	20*	-3	1.1*	0	1	12	-2	36*	47

Arranged by count of non-hydrogen atoms (smallest number first): part of the list above
SMILES	Fibroblast inh	S1P2 agonist	H69AR inhibit	sEH activator	sEH inhibitor	S1P2 antag	LYP act	PostGolgi ctrl	HUVEC prolif 384
Cc1ccccc1Cn1c([N+](=O)[O-])cnc1C	nt	-1	nt	-2	2	10	3	2	nt
c1ccc(CNc2c3c(nc4ncnn24)CCCC3)nc1	96	-2	73	-2	6	-1	-10	7	95
COc1ccc(-c2c(NC(=O)c3ccco3)n(C)c3ccccc3c2=O)cc1	95	0	91	0	-4	-16	-4	0	89
O=C(CSc1nnc(Cc2cccs2)n1CCc1ccccc1)N1CCCc2ccccc21	92	-6	61	-2	2	15	6	20	78
CCCCn1c(=NC(=O)c2ccc3c(c2)OCO3)c(C#N)cc2c(=O)n3cccc(C)c3nc21	75	-5	51	nt	nt	-8	-21	11	73
